Rad51 HR inh = human RAD51 strand exchange inhibitors, primary screen, biochemical, fluorescence; DNA repair protein RAD51 homolog 1 (Homo sapiens), Q06609; hRad51 DNA strand exchange, fluorescence dequenching; inhibition, % at 10 µM; 200,000 compounds, 0.085% hits; AID 1385, 2008;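 active = inhibition above 40% at the single screening dose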;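 also: 0% = DMSO control wells and 100% = blanks with heterologous ssDNA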
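Test system: preformed human Rad51 ssDNA filaments; also added: Donor/quencher-labelled 47-bp dsDNA substrate; doses: 10 µM final, single point; times: 37 °C 15-min filament assembly, 30-min compound preincubation, 15-min exchange; detection: FRET fluorescence dequenching, excitation 485 nm, emission 520 nm; read-out basis: Fluorescence-based percent inhibition, control- and blank-normalised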
m-calpain inh = inhibitors of pig calpain II, primary screen, biochemical, fluorogenic peptide substrate, 1536-well; purified calpain II, 30 min; inhibition, % at 16 µM; 220,000 compounds, 0.37% hits;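 active = inhibition above about 50%, limit read from the data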
FXIa inh 1536 = human FXIa protease inhibitors, primary screen, biochemical, 1536-well; purified FXIa, Boc-Glu-Ala-Arg-AMC fluorogenic substrate; AID 798, 2007; Coagulation factor XI (Homo sapiens), P03951; inhibition, % at 5 µM; 220,000 compounds, 0.14% hits;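 active = inhibition of at least 40%; inactive = inhibition below 40%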;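 also: fluorescence of freed AMC excited at 355 nm; 0% = enzyme without compound and 100% = no enzyme blank; many of its hits are not listed in these tables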
KLK5 inh = human KLK5 protease inhibitors, primary screen, biochemical, 1536-well; 210,000 compounds, 0.59% hits; inhibition, % at 5 µM; Kallikrein-5 (Homo sapiens), Q9Y337; recombinant hK5, fluorogenic AMC substrate cleavage;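 active = inhibition of 40% or more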;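 also: 0% = enzyme controls without compound and 100% = no-enzyme blanks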
Cl transport mod = KCC2 cotransporter modulators, thallium flux, primary screen, cell-based, HEK293 KCC2, FluoZin-2 fluorescence, MLSMR. Solute carrier family 12 member 5 (Homo sapiens), Q9H2X9. KCC2 cells, thallium flux FluoZin-2 fluorescence. B-score of Tl+ flux slope (higher = more flux/activation; lower = inhibition) at 10 µM. 190,000 compounds, 2.2% hits. AID 1456, 2008;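 active = thallium flux slope and its plate-corrected score both differing from the plate sample mean at a set confidence after two filtering rounds, in either direction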;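 also: slope of fluorescence scaled to starting intensity during 10 to 20 s after thallium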
Target sequence (Q9H2X9 whole entry, looked up): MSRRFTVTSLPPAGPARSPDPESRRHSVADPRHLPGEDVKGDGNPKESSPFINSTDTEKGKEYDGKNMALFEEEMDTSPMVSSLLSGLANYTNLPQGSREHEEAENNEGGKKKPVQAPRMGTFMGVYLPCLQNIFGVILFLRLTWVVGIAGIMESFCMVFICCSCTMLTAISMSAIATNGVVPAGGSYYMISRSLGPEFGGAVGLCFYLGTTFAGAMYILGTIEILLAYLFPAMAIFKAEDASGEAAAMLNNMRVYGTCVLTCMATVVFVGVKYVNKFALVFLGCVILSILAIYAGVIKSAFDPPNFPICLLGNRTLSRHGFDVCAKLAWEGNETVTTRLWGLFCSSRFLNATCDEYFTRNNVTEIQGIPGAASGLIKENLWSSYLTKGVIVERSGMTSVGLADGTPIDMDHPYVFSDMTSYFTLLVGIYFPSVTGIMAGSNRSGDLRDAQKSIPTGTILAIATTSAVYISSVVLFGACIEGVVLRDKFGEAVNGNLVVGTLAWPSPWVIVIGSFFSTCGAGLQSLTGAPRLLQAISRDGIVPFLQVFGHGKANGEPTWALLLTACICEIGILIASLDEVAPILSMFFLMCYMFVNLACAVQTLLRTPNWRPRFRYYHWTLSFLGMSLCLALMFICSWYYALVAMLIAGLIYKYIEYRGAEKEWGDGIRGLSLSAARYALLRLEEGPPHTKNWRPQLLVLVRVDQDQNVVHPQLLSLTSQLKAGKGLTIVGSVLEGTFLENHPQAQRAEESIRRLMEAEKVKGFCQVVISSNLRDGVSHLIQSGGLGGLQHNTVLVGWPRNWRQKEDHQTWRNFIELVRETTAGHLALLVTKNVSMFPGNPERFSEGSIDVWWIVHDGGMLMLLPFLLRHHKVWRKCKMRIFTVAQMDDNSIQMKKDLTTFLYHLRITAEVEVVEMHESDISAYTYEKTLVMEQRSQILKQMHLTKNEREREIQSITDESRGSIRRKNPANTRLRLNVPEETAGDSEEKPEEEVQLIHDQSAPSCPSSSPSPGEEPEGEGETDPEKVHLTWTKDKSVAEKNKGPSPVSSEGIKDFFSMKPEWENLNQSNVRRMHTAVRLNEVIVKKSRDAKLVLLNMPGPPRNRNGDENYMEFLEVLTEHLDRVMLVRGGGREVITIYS
Thrombin inh = human alpha-thrombin inhibitors, primary screen, counter-screen for coagulation protease inhibitor project, biochemical, 1536-well, fluorogenic AMC substrate | Boc-VPR-AMC fluorogenic substrate cleavage | inhibition, % at 5 µM | 220,000 compounds, 0.26% hits | AID 1046, 2008;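 active = inhibition at or above 40%; inactive = inhibition below 40%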;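 also: 0% = enzyme with no compound and 100% = wells without enzyme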
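System – human alpha-thrombin · Medium – pH 7.5 Tris (50 mM) with NaCl 150 mM, Tween 20 0.05% · Compound – single-point dosing at 5 µM, 0.2% DMSO · Incubation – enzyme reaction carried out at room temperature · Technique – fluorescence of released AMC, ex 355 nm, em 460 nm · Read-out basis – % inhibition of thrombin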
FXIIa inh = human FXIIa protease inhibitors, primary screen, biochemical, 1536-well; inhibition, % at 5 µM; 220,000 compounds, 0.3% hits; Coagulation factor XII (Homo sapiens), P00748; purified FXIIa, Boc-QGR-AMC fluorogenic substrate, 2 h; in the data active = inhibition above about 40%;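 also: 0% = enzyme with no compound and 100% = blank without enzyme; many of its hits are not listed in these tables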
PERK inh = block of dimerizer-induced PERK translation repression, primary screen, PERK inhibitor project, CHO PERK-DD cells, SEAP luminescence, HTS. 220,000 compounds, 0.17% hits. CHO PERK-DD fusion, SEAP luminescence translation reporter. inhibition, % at 5.6 µM. Eukaryotic translation initiation factor 2-alpha kinase 3 (Homo sapiens), Q9NZJ5;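 active = inhibition above the mean inhibition of all tested compounds plus 3 SD, set separately per screening campaign, cut at about 2.9% in these data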;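 also: PERK kinase domain activated by AP20187 dimerizer at 100 nM; 0% = DMSO with dimerizer and 100% = rapamycin at 8.4 µM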
Furin inh = human furin inhibitors, primary screen, biochemical, fluorescence intensity; inhibition, % at 30 µM; 220,000 compounds, 0.061% hits; P09958; purified furin, fluorogenic substrate cleavage; in the data active = inhibition above about 25%; also: inactives centre near -15
* hit, by the source's call; x = not tested or not shown; [ ] = another dose, or the depositor's remark.

Value order – m-calpain inh | FXIIa inh | Thrombin inh | Rad51 HR inh | FXIa inh 1536 | KLK5 inh | Cl transport mod | Furin inh | PERK inh
- C/C(N)=C(/C#N)C(=O)COC(=O)c1cc(-c2ccc(Br)cc2)nc2ccccc12
 : -7 | 6 | -4 | -1 | 7 | -10 | -0.45 | -21 | 0.7
- Cc1ccc(NC(=O)C(c2ccccc2)N(C)C)cc1Cl (stereo unspecified)
 : 11 | 6 | -1 | 2 | 3 | 1 | 0.062 | -27 | 0.2
- O=C(NCCCN1CCC(Cc2ccccc2)CC1)C1CCC(=O)N1C1CCCC1 (stereo unspecified)
 : -26 | 14 | 0 | 4 | 6 | -11 | x | -23 | 0.2
- CC(C)(C)c1ccc(C(=O)NCCN2CCCC2)cc1
 : -16 | 9 | -8 | -2 | -1 | 2 | 0.22 | -21 | 1.1
- CS(=O)(=O)N(CC(=O)NCCC1=CCCCC1)c1cccc([N+](=O)[O-])c1
 : -10 | 8 | 1 | 13 | 16 | -1 | 0.52 | -21 | -0.7
- O=C(CN(C(=O)c1ccc(Cl)cc1)N1C(=O)C2C3C=CC(C3)C2C1=O)c1cccs1 (stereo unspecified)
 : 4 | -7 | -3 | 5 | -5 | -21 | 1.6 | -27 | 0.8
- O=C(NCc1cccs1)C(Cc1ccccc1)n1cccc1 (stereo unspecified)
 : -7 | 6 | -7 | 6 | -3 | -6 | -0.031 | -19 | -0.2
- CCC1=NC(c2ccc(OC)cc2OC)N(O)C1(C)C (stereo unspecified)
 : 10 | 19 | 6 | 2 | 1 | -6 | x | -28[20 µM] | 0.7
- CCOC(=O)C1=C(c2ccccc2)N=C2SCC(=O)N2C1c1ccc(O)c(OC)c1 (stereo unspecified)
 : 20 | -4 | -4 | -5 | -6 | 5 | 0.7 | 0[20 µM] | -1.2
- Cc1ccc(-c2ccccc2[C@@H]2C[C@H]3CN(C)C(=O)[C@]34CCCN24)o1
 : -13 | 14 | 2 | 21 | 7 | 1 | 1.4 | -22 | 0.1
- O=C(N/N=C/C=C/c1ccccc1)c1cccnc1
 : -1 | 4 | -12 | x | -2 | -2 | -0.14 | -2 | 0.2
- COc1ccc(C(=O)NNC(=O)c2ccc(S(=O)(=O)N3CCOCC3)cc2)cc1
 : -10 | 5 | -1 | x | -5 | -2 | 0.67 | -28 | -0.9
- COc1ccc(C(=O)Nc2ccc(/C(C)=N/NC(=O)c3ccccc3O)cc2)cc1OC
 : 4 | 15 | -3 | x | 14 | -10 | -1.6 | -60 | 0.4
- COc1ccc(C2NC(=O)c3sc4nc(C)c(C(C)=O)c(-c5ccc(Cl)cc5)c4c3N2)cc1 (stereo unspecified)
 : -152 | 3 | -4 | 4 | -9 | -33 | 0.17 | -5[20 µM] | -1.1
- O=C(CCC(=O)Nc1ccc(Cl)cc1Cl)N/N=C/c1ccc([N+](=O)[O-])o1
 : -3 | x | 0 | 0 | 1 | 3 | -0.32 | -20 | 1.1

Exported as a markdown table: 2 of the compounds above.
| compound | m-calpain inh | FXIIa inh | Thrombin inh | Rad51 HR inh | FXIa inh 1536 | KLK5 inh | Cl transport mod | Furin inh | PERK inh |
| --- | --- | --- | --- | --- | --- | --- | --- | --- | --- |
| CCOC(=O)C1=C(c2ccccc2)N=C2SCC(=O)N2C1c1ccc(O)c(OC)c1 (stereo unspecified) | 20 | -4 | -4 | -5 | -6 | 5 | 0.7 | 0[20 µM] | -1.2 |
| CS(=O)(=O)N(CC(=O)NCCC1=CCCCC1)c1cccc([N+](=O)[O-])c1 | -10 | 8 | 1 | 13 | 16 | -1 | 0.52 | -21 | -0.7 |

Copied from the list:
Result of CCC1=NC(c2ccc(OC)cc2OC)N(O)C1(C)C (stereo unspecified) in Furin inh: -28[20 µM]
Result of CC(C)(C)c1ccc(C(=O)NCCN2CCCC2)cc1 in FXIa inh 1536: -1

Other compounds
Value order – m-calpain inh | FXIIa inh | Thrombin inh | Rad51 HR inh | FXIa inh 1536 | KLK5 inh | Cl transport mod | Furin inh | PERK inh
- CCN(CC)CCOC(=O)/C=C/c1ccccc1
 : 5 | -3 | -2 | -1 | -6 | -7 | 0.79 | -4 | 0.5
- O=C(CNC(=O)C12CC3CC(CC(C3)C1)C2)N/N=C\c1ccccn1
 : -3 | 2 | -7 | 3 | -5 | -5 | -0.37 | -27 | 0.6
- Cc1onc(-c2c(Cl)cccc2Cl)c1NC(=O)NNc1ccccn1
 : -9 | 6 | -3 | 9 | 2 | -1 | 0.44 | -17 | 1.1
- O=C1C=CC(=O)N1c1ccc(I)cc1Cl
 : -21 | 8 | 2 | 13 | 2 | 2 | x | -31 | 0.2
- CC(NS(=O)(=O)/C=C/c1ccccc1)c1ccccc1 (stereo unspecified)
 : 16 | 7 | -8 | 4 | 15 | -1 | -1.5 | -21 | 1.7
- CN=C1S/C(=C\c2cccn2-c2cccc(Br)c2)C(=O)N1C
 : x | x | x | -9 | x | x | 0.1 | -11[20 µM] | 0.6
- O=S(=O)(c1cccc(-c2csc(-c3cccnc3)n2)c1)N1CCOCC1
 : -21 | 9 | -5 | x | -1 | 1 | 0.81 | -19 | 0.3
- COC(=O)c1ccc(NC(=O)CSc2nccn2CCc2ccccc2)cc1
 : 29 | -4 | -8 | -2 | -7 | 3 | x | -14[20 µM] | -2.0
- Fc1cccc(-c2cc3nc4c(c(NCc5ccco5)n3n2)CCCC4)c1
 : 21 | 12 | -1 | 9 | 0 | -1 | -0.63 | -15[20 µM] | 0.3
- Cc1ccoc1C(=O)N1CCCC(CCC(=O)N2CCN(c3ccccn3)CC2)C1 (stereo unspecified)
 : -3 | 9 | -2 | -177 | 18 | -2 | 0.3 | -16 | -0.6
- O=Cc1nc(-c2ccc(Cl)cc2)n2ccccc12
 : 5 | 0 | -1 | -6 | 9 | -11 | 0.15 | 3 | 0.9
- COc1ccccc1CCNC(=O)c1ccoc1C
 : -14 | -1 | -3 | 3 | 8 | -6 | -0.94 | -11[20 µM] | -0.7
- O=c1cc(-c2ccc(O)c(O)c2)oc2cc(O)c(C3OC(CO)C(O)C(O)C3O)c(O)c12 (stereo unspecified)
 : 2 | 7 | -1 | 21 | -2 | 2 | -1 | -14 | 1.6
- O=C(O)CCCNS(=O)(=O)/C=C/c1ccccc1
 : -16 | -4 | -1 | 9 | -8 | -31 | -0.13 | -13 | 0.3
- CSCCC1NC(=O)NC1=O (stereo unspecified)
 : -7 | 16 | 4 | -4 | 2 | 17 | x | x | x
- CC1CCN(C(=O)CN2C(=O)C(C)(C)Oc3ccc(C(=O)NC4CCCC4)cc32)CC1
 : 4 | 21 | 1 | -8 | 8 | -14 | 0.54 | -20[20 µM] | -1.1
- Cc1ccc(-c2nnc(C)c(N3CCCC3)n2)cc1
 : -9 | 5 | 4 | -1 | -2 | 5 | x | -19 | 0.4
- CCOc1ccc(C(C(=O)NC2CCCC2)N(Cc2ccccc2)C(=O)c2nsc(Cl)c2Cl)cc1 (stereo unspecified)
 : 10 | -3 | -6 | 1 | -8 | -4 | x | 4[20 µM] | 0.8
- CCOC(=O)c1c(NC(=O)c2cc(-c3ccc(O)cc3)on2)sc(C(C)=O)c1C
 : -17 | 10 | -3 | x | 2 | -15 | -0.79 | -12 | 0.5
- CCOC(=O)C(CC)Sc1ncnc2c1nnn2-c1ccc(F)cc1 (stereo unspecified)
 : -33 | -6 | -2 | 7 | 3 | -8 | x | -16 | 1.3
- COc1ccc(/C=N/Nc2nnc(Cc3ccccc3)c(=O)[nH]2)cc1
 : -19 | 6 | 3 | 9 | 14 | 5 | 0.015 | -34 | 2.1
- Cc1cc(C)n(C(=O)CNC(=O)C2COc3ccccc3O2)n1 (stereo unspecified)
 : 11 | -2 | 2 | -8 | 0 | -9 | -0.36 | -17 | 1.1
- Cc1cc([N+](=O)[O-])nn1CC(=O)Nc1ccccn1
 : 20 | 5 | 1 | 14 | -4 | -8 | 2.1 | -22 | -0.1
- Cc1nc2sc(C(N)=O)c(N)c2c2c1CCCC2
 : -267 | 9 | 2 | -1 | 0 | -1 | -0.39 | -6 | 0.0
- CCCOc1ccc(S(=O)(=O)NCCCN2CCOCC2)c2ccccc12
 : -23 | -15 | -13 | -15 | -7 | -2 | x | -18[20 µM] | -0.6
- COc1ccc(C(NC(=O)c2ccc(-c3ccccc3)cc2)c2ccccc2)cc1 (stereo unspecified)
 : 49 | 1 | -5 | x | -10 | -1 | 0.83 | -19 | 0.8
- O=C1OCc2cc(NC(=O)C34CC5CC(CC(C5)C3)C4)ccc21
 : -12 | 4 | -22 | 2 | 4 | 0 | 0.048 | 15[20 µM] | 0.1
- Cn1c(=O)[nH]c(=O)c2c1nc(N(CCO)Cc1ccccc1)n2Cc1ccccc1Cl
 : 10 | -11 | -5 | -4 | -10 | 5 | 0.071 | -10 | -0.6
- CCOc1ccc(NC(=S)N(CC)Cc2ccccc2)cc1
 : -22 | 12 | 1 | -49 | 14 | 2 | 0.35 | -28 | 1.5
- COc1ccc(OCC2CNC(=O)O2)cc1 (stereo unspecified)
 : 17 | 1 | -3 | x | -8 | -9 | -0.88 | -4 | 0.1
- Cn1ncc2c(O/N=C(\N)c3ccc(C(C)(C)C)cc3)ncnc21
 : -22 | 7 | -14 | x | 0 | 1 | -1.3 | -21 | 0.3
- COc1ccc(NC(=O)CCSc2cc(C)c3ccccc3n2)cc1
 : 12 | 2 | -2 | -3 | 0 | 4 | -1.8 | -6[20 µM] | 0.9
- CN(c1cccc(NC(=O)c2ccc(Cl)c(S(=O)(=O)Nc3ccccc3)c2)c1)S(C)(=O)=O
 : 6 | 11 | -2 | 1 | 13 | -20 | x | -8[20 µM] | 0.1
- Cc1cc(C)nc(Nc2n[nH]c(C)n2)n1
 : 2 | 10 | -2 | 9 | -3 | 20 | 1.3 | -17 | -0.6
- COc1cc2[nH]c(-c3cccc(F)c3)cc(=O)c2cc1OC
 : -144 | 7 | -1 | 1 | -2 | -16 | -0.33 | -18 | -0.1
- Cn1c(=O)c2c(nc(CN3CCN(C(=O)c4ccco4)CC3)n2Cc2ccccc2)n(C)c1=O
 : -12 | 13 | -4 | 3 | 0 | 16 | 1.2 | -23[20 µM] | 0.1
- CCOC(=O)c1c(-c2ccccc2)csc1NC(=O)c1ccc(S(=O)(=O)N2CC(C)OC(C)C2)cc1 (stereo unspecified)
 : -174 | 16 | 5 | 0 | 3 | 7 | x | -14 | 0.6
- CCCC(=O)Nc1nc2nc(C)cc(=O)n2[nH]1
 : -15 | 15 | -1 | x | 2 | 4 | -0.42 | -24[20 µM] | 1.0
- O=C(Nc1ccc(CN2CCOCC2)cc1)c1ccc(N2CCCC2)c([N+](=O)[O-])c1
 : -3 | 12 | 1 | 16 | 1 | 1 | 0.02 | -16 | 0.3
- O=C(Nc1cccc(C(F)(F)F)c1)C1CCCN1S(=O)(=O)c1cccc2cccnc12 (stereo unspecified)
 : 0 | 16 | -7 | 1 | 17 | -3 | -1.1 | -24 | -0.9

Screening results deposited in PubChem by several laboratories.

These rows are one share of the data; the hit share may differ from the screen's.
